NIH3T3 tox: Cytotoxic Profiling in NIH 3T3 Cell Line of Diverse Libraries Using Quantitative High-Throughput Screening | 94,000 compounds, 4.3% hits | Potency, µM (series often up to 96.7 µM), for the others: at the top dose activity change, negative = cytotoxicity, hits mostly inhibitors | NIH 3T3 viability, CellTiter-Glo ATP luminescence, 48-72 h; further: potency means the concentration at half of the fitted maximal effect; nearly all actives have a fitted effect of over 55% in size
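Mouse fibroblast NIH 3T3 cells, 400 per well, received compound via pintool and were incubated for 48 or 72 hr prior to CellTiter-Glo ATP luminescence measurement.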
SNCA expr inhib: Primary qHTS assay for inhibitors of alpha-synuclein gene (SNCA) expression; HEK-293 SNCA-luciferase knock-in, luminescence, 24 h; 140,000 compounds, 0.17% hits; Potency, µM (doses to about 57.2 µM), inactives show top-dose activity change, negative = inhibition, usual class: inhibitors;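 further: potency means the concentration at half of the fitted maximal effect; plate controls were DMSO cells for no effect and cell-free wells for full effect; nearly all actives have a fitted effect of over 45% in size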
HEK293 viab: GF-AFC viability counterscreen for inhibitors of alpha-synuclein gene (SNCA) expression | Potency, µM (titrated, usually from 57.1 µM), inactives show at the top dose activity change, negative = cytotoxicity, usual class: cytotoxic | HEK-293-SNCA-luc viability, GF-AFC fluorescence, 24 h | 150,000 compounds, 0.12% hits;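 further: potency means the concentration at half of the fitted maximal effect; 0% = DMSO-treated cells and -100% = medium-only wells without cells; nearly all actives have a fitted effect of over 30% in size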
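Cytotoxicity counterscreen: after 24 h compound treatment of genome-edited SNCA-luciferase HEK-293 cells, live-cell protease substrate GF-AFC read by fluorescence after 30 min; activity scaled between DMSO (0%) and medium-only (-100%), curves Hill-fitted.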
IP6K1 inhibitor: Primary qHTS assay for small molecule inhibitors of Inositol hexaphosphate kinase 1 (IP6K1). IP6K1 kinase, ADP-Glo luminescence, 2 h; hits give low values. 140,000 compounds, 0.81% hits. activity change, % (series mostly up to about 58 µM). Inositol hexakisphosphate kinase 1 (Homo sapiens), Q92551; in the data active means activity change below about -25%
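ADP-Glo luminescence measures ADP made by human IP6K1 during a 2 h RT reaction with ATP/IP6 (mix at 1.3 mM/130 uM); top library doses 57.5 and 19.1 uM final.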
HEK cytotox: Cytotoxic Profiling in HEK 293 Cell Line of Diverse Libraries Using Quantitative High-Throughput Screening | HEK 293 viability, ATP luminescence (CellTiter-Glo), 48-72 h | Potency, µM (titrated, usually from 115 µM), for inactives: at the top dose activity change, negative = cytotoxicity, hits mostly inhibitors | 94,000 compounds, 6.6% hits | AID 1345083, 2018; further: potency means the concentration at half of the fitted maximal effect; nearly all actives have a fitted effect of over 60% in size
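250 HEK 293 cells/well; compound by pintool; incubated 48 or 72 hr at 37 degree Celsius; CellTiter-Glo added, 10 min RT, luminescence imaged.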
FLuc inh: Firefly luciferase inhibition profiling of diverse chemical library using quantitative high-throughput screening | purified P. pyralis luciferase, luminescence, biochemical | AID 1347043, 2019 | 76,000 compounds, 2.5% hits | Luciferin 4-monooxygenase (Photinus pyralis), P08659 | Potency, µM (highest dose often 115 µM), inactives show at the top dose activity change, negative = inhibition, hits mostly inhibitors; further: potency means the concentration at half of the fitted maximal effect; nearly all actives have a fitted effect of over 65% in size
Target sequence (P08659 whole entry, looked up): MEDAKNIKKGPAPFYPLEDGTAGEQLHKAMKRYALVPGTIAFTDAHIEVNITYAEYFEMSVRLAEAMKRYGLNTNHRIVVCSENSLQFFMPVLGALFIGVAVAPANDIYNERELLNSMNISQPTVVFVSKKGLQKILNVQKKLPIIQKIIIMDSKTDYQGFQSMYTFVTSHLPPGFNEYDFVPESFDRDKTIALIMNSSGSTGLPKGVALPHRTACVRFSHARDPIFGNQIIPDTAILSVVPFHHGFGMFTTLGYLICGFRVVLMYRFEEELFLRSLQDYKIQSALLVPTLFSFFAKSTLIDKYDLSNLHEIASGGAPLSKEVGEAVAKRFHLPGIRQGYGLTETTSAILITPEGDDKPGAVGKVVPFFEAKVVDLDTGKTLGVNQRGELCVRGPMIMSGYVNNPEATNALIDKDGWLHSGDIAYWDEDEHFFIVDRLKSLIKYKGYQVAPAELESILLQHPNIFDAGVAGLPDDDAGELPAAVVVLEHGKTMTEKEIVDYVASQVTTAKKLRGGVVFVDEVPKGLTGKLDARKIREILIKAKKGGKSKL
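Purified P. pyralis luciferase (10nM final) in 50mM Tris acetate pH 7.5, 10mM Mg acetate, 0.01% Tween-20, 0.05% BSA with 10uM D-luciferin and 10uM ATP. Compounds titrated qHTS. Luminescence imaged on CCD.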
GPT2 inh: Primary qHTS assay for inhibitors of Glutamate pyruvate transaminase 2 (GPT2); Alanine aminotransferase 2 (Homo sapiens), Q8TD30; Recombinant GPT2, coupled pyruvate oxidase/HRP Amplex Red fluorescence; Potency, µM (top dose mostly 57.7 µM), for inactives: top-dose activity change, negative = inhibition, most hits filed as inhibitors; 100,000 compounds, 0.25% hits; AID 1671188, 2021; further: potency means the concentration at half of the fitted maximal effect; nearly all actives have a fitted effect of over 60% in size; many of its hits are not listed in these tables
Target sequence (Q8TD30 whole entry, looked up): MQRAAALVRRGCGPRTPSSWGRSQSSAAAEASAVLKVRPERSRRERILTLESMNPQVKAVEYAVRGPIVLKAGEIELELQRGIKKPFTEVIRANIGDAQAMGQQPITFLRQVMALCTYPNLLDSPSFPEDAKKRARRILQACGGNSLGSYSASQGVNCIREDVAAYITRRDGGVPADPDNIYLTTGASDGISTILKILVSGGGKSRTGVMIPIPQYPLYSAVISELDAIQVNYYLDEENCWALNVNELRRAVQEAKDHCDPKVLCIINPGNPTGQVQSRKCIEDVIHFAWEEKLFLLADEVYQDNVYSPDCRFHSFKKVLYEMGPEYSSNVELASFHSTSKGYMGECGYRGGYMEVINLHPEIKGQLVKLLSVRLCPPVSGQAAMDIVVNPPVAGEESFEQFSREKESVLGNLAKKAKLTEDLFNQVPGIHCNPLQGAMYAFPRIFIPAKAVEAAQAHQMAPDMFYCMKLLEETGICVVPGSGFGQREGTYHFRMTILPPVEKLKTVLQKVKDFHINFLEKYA
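Fluorescence read-out: pyruvate from GPT2 turnover coupled to pyruvate oxidase, HRP and Amplex Red (0.2mM ThPP, 0.2U/mL PO and HRP, 50uM Amplex final). Substrates 250uM a-KG, 2mM L-alanine; enzyme 10ng/uL; 30 min RT.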
The depositor's hits bear a star; i = inactive; ? = inconclusive; · = not tested or not shown; [ ] = dose if it differs, or a comment. Unless noted, the call rests on the fitted dose curve; in most records, active means well fitted curve in the direction sought with a large enough effect; inconclusive means small, poorly fitted or top-dose-only effect, or another doubt; inactive means no such curve, though single readings can be large; an effect the other way counts as inactive or inconclusive. Unless noted, on the % scale 0 is the no-effect control and ±100 the full control effect. This is a subset; rates above refer to the full screens.

Values run as follows: NIH3T3 tox	SNCA expr inhib	HEK293 viab	IP6K1 inhibitor	HEK cytotox	FLuc inh	GPT2 inh
CCN(CC)C(=O)N1CC(Oc2ccc(-c3nc(C)no3)cc2)C1
 : ?	-2.7%	-14.4%	-8.6	?	-1.7%	-4.3%
CCCn1c(SCc2nc(-c3ccccc3C)no2)nnc1-c1ccc(Cl)cc1
 : ·	-21.2%	-22.7%	-10.1	·	·	·
CCC1Oc2ccccc2N(CC(=O)NCc2ccc(C)cc2)C1=O (stereo unspecified)
 : ·	163.9%[activator]	14.7%	7.6	·	·	·
CN1CCC([C@@H]2CN(C(=O)c3nn(C)c4ccccc34)C[C@H]2C(N)=O)CC1
 : -3.2%	-1.1%	0.6%[12.5 µM]	-11.0	-13.2%	-7.9%	i
Cc1c(-c2nc(-c3ccccc3F)no2)nnn1-c1cc(F)ccc1F
 : ·	-19.0%	12.1%	19.7	·	·	·
O=C1CC(c2ccccc2)N(C(=O)C2CC2)CCCN(C(=O)CCc2ccccc2)CCN1 (stereo unspecified)
 : -8.4%	1.0%	-0.8%	7.5	-10.0%	-5.8%	-22.5%
CCN1c2cc(C(=O)Nc3ccc(Cl)cc3C)ccc2C(=O)N2CCCCCC21 (stereo unspecified)
 : ?	?	?	-10.2	?	-15.3%	4.6%
Clc1ccc2c(N3CCN(CCCN4CCN(c5ccnc6cc(Cl)ccc56)CC4)CC3)ccnc2c1
 : ·	33.7%[activator][25.6 µM]	0.8%[23.9 µM]	·	·	·	-0.3%[27.3 µM]
COc1ccc(C(=O)NCCc2sc(-c3ccc(F)cc3)nc2C)cc1OC
 : ·	20.8%	-15.1%	-4.4	·	·	·
COc1cccc(N2CC(NC(=O)c3cc4ccccc4o3)CC2=O)c1 (stereo unspecified)
 : ·	-7.5%	3.4%	11.6	·	·	·
Cc1nn(C(=O)c2ccc(Cl)cc2)c(C)c1S(=O)(=O)N1CCOCC1
 : ·	-11.3%	17.2%	-0.6	·	·	·
COc1cccc(C(=O)NC2CCN(c3cnn(C)c(=O)c3)CC2)c1OC
 : -16.5%	-12.3%	7.8%	0.4	-4.7%	-9.7%	i
CN1c2cc(C(=O)N3CCOCC3)ccc2OCC1CC(=O)NC(CO)CO (stereo unspecified)
 : i	-16.1%	0.7%	0.0	i	-0.7%	-3.0%
CC(C)C(=O)N[C@H]1[C@H](O)[C@H](O)C[C@@H]1c1ccc(C(F)(F)F)nc1
 : i	15.2%[87.6 µM]	1.5%[87.6 µM]	1.0	0.9%[172 µM]	-4.6%[172 µM]	i
CN1C[C@@H](NS(=O)(=O)c2ccccc2)C[C@H]1c1nc(-c2cnccn2)no1
 : -1.0%[174 µM]	4.4%[87.6 µM]	-1.6%[87.6 µM]	11.7	i	-15.5%[172 µM]	-32.9%[88.5 µM]
C[S+](=O)([O-])N1CC2(CCCN2CC2CC2)Cc2ccccc21 (stereo unspecified)
 : i	-28.6%	-3.7%	-11.1	-3.4%	·	-15.7%
COc1ccccc1Nc1nc(-c2ccccc2F)nc2ccccc12
 : ·	?	-10.6%	-0.1	·	·	·
CCC(C(=O)N1CCC(c2n[nH]c(=O)n2Cc2ccc(OC)cc2)CC1)c1ccccc1 (stereo unspecified)
 : -11.8%	-22.1%	10.2%	-11.6	-17.3%	-3.6%	-6.4%
CN(C)[C@H]1CCN(C(=O)Cc2cn(C)c3ccccc23)C[C@H]1CCC(=O)O
 : -4.0%	4.8%	-2.7%	1.3	1.2%	6.4%	-2.0%
Cn1cnc(S(=O)(=O)N[C@H]2CCN(C(=O)c3ccco3)[C@H](C(=O)N[C@@H](Cc3cccs3)C(N)=O)C2)c1
 : -17.1%	0.6%	3.7%	9.5	-14.3%	0.2%	1.2%
Cc1cc(C)nc(SCc2ccc(C(=O)N3CC[C@@](C)(O)[C@@H](O)C3)o2)n1
 : -17.7%	-4.8%	-2.1%	0.0	1.9%	-11.7%	-0.5%
O=C(NCc1ccc(F)c(F)c1)c1ccc2oc(-c3ccccn3)nc2c1
 : -32.5%	58.8%[activator]	?	-0.8	?	·	i
COc1cc(CN2CCN(S(=O)(=O)c3ccccc3)CC2)cc(OC)c1O
 : ·	52.2%[activator]	3.1%	23.7	·	·	·
O=C1NC(C(=O)NC2CCCC2)Cn2cccc21 (stereo unspecified)
 : -12.8%	54.1%[activator]	2.8%	-8.5	2.5%	0.0%	i
CCOC(=O)C1(Cc2ccc(F)cc2F)CCCN(C(=O)c2c(C)nc3ncccn23)C1 (stereo unspecified)
 : -6.0%	6.8%	3.7%	-6.2	-24.9%	6.9%	-6.1%
O=C(c1cc(-c2ccc(F)cc2)c2nncn2n1)N1CCOCC1
 : -18.6%[138 µM]	12.6%[87.6 µM]	-4.8%[87.6 µM]	13.4	-14.6%[172 µM]	·	i
Cc1ccccc1NC(=O)c1ccc2c(c1)OCCN(CCC(F)(F)F)C2
 : ?	-15.8%[87.6 µM]	-1.9%[87.6 µM]	-15.0	?	7.3%[172 µM]	i
Cc1ccc(-c2cccc(CN3CCCC3C(=O)NCc3cccc(F)c3)c2)cc1Cl (stereo unspecified)
 : ?	·	·	-3.9	44.7µM*	·	·
CN(C)CCN(C)[C@@H]1[C@H](O)[C@H](CO)O[C@@H]1CNC(=O)Nc1ccc(OC(F)(F)F)cc1
 : -5.3%	49.9%[activator]	4.2%	-8.0	0.1%	-4.1%	i
CCOc1cc(=O)n2c(c1C(=O)NCc1cccnc1)CCCCC2
 : 4.4%	-4.7%	2.6%	17.5	4.6%	-0.4%	i
O=C(COc1ccc(-c2nnc3n2CCCC3)cc1)NCc1ccc2c(c1)OCO2
 : -10.0%	12.8%	13.5%	3.2	-12.0%	-10.9%	i
CC(C)(C)OC(=O)N1CCC(c2c(C(=O)N3CCOCC3)cnn2-c2ccccc2Cl)CC1
 : ·	27.1%	10.0%	5.3	·	·	·
O=C(O)Cc1csc(-c2ccc(Cl)cc2)n1
 : ·	-21.0%[25.6 µM]	11.1%[23.9 µM]	10.7	·	·	0.8%
Cc1ccc(N2C(=O)CSC23C(=O)N(CC(=O)NCc2ccccc2)c2ccccc23)cc1 (stereo unspecified)
 : ·	-15.5%	?	4.7	·	·	·
COCCc1noc(C2Cc3ccccc3N2C(=O)Cc2ccc(OC)c(OC)c2)n1 (stereo unspecified)
 : -13.8%	19.4%	4.2%	27.2	-3.8%	-7.4%	i
CC(C)c1noc(-c2cccn3c(CNC(=O)c4ccc(F)c(F)c4)nnc23)n1
 : -9.6%	-14.4%	-1.9%	3.9	3.4%	5.0%	-4.5%
CCN1C(=O)C2CC3(CCN(Cc4cccn4C)CC3)CN2C1=O (stereo unspecified)
 : -10.6%	2.2%	-7.5%	-4.9	-4.2%	7.7%	-23.7%
CCn1ncc(N2CCC(NC(=O)CN(C)C)CC2)cc1=O
 : -8.9%	-3.3%	3.4%	31.4	-5.2%	7.5%	i
COc1cc(OC)c(NC(=O)c2nn(C)c3c2COc2ccccc2-3)cc1Cl
 : ·	63.4%[activator]	-2.7%	22.2	·	·	·
CC(C)NC(=O)N1CCCC(c2noc(COc3ccccc3)n2)C1 (stereo unspecified)
 : -15.8%	19.8%	7.5%[12.5 µM]	-4.1	-8.1%	-20.6%	i
COc1ccc(NC(=O)c2cccn2-c2nnc(N3CCCCC3)s2)c(OC)c1
 : ·	-7.4%	-24.8%	12.4	·	·	·
COCCC(=O)N[C@H]1CC[C@]2(C)CC[C@@H]([C@H](C)C(=O)NCc3ccco3)[C@H](O)[C@H]2[C@@H]1C
 : ?	-23.8%[87.6 µM]	2.6%[87.6 µM]	2.5	-25.1%[172 µM]	-4.3%[172 µM]	i
Cc1ccc(Cl)cc1N1CCN(C(=O)c2cc(S(=O)(=O)N3CCCC3)cn2C)CC1
 : ·	?	-29.0%	45.5	·	·	·
Cc1ccc(CNC(=O)C2CCN(C(=O)c3cc4c(=O)[nH]c(C)cn4n3)CC2)cc1
 : 1.0%	?	8.6%	2.1	-7.4%	-12.3%	-3.4%
COc1ccccc1C(=O)N1CCc2nc(C(C)C)nc(-c3ccc(O)cc3)c2C1
 : -27.8%	24.3%	15.5%	14.2	-9.7%	4.8%	0.6%
O=C(c1ccccc1)N1CCN(c2nc3ncccc3o2)CC1
 : -13.6%[138 µM]	8.8%[87.6 µM]	3.3%[87.6 µM]	4.0	-5.3%[172 µM]	-8.2%[172 µM]	i
COc1cc2c(cc1O)C1(Cc3ccc4c(c3C1O)OCO4)[N+](C)([O-])CC2 (stereo unspecified)
 : ·	·	1.9%	23.5	·	·	i
N#Cc1cccc(-c2cn3c(n2)N(C(=O)c2ccccc2F)CCC3)c1
 : -13.5%	3.8%	-7.0%	5.2	-23.8%	?	4.1%
COc1ccccc1C(=O)N1CCC2(CC1)CC(=O)Nc1ccccc1O2
 : -11.0%	32.6%[activator]	-16.5%	-8.8	44.7µM*	-11.3%	?
Cc1cccc(-n2ccnc2SCC(=O)Nc2cc(C(F)(F)F)ccc2Cl)c1
 : ·	16.7%	-2.2%	6.6	·	·	·
CCCNC(=O)N(C1CCOCC1)C1CCN(C(=O)Cc2ccccc2Cl)CC1
 : -5.9%	-3.9%	-4.4%	8.2	1.2%	-2.3%	i
COC1C(=O)N(c2cccc(F)c2)C12CCN(C(=O)C1(c3ccccc3)CC1)CC2 (stereo unspecified)
 : -15.4%	11.6%	3.4%	0.0	44.7µM*	3.4%	-1.4%
COc1cccc(CC(=O)N2CCC(c3n[nH]c(=O)n3-c3ccccc3)CC2)c1
 : -21.3%	-5.9%	8.0%	-20.0	-2.8%	-6.3%	i
Cc1cc(C)cc(NC(=O)NCc2noc3ccccc23)c1
 : ·	-9.8%	0.3%	-8.7	·	·	·
